Source: PubChem BioAssay
12-LOX inh: ALOX12 (human) lipoxygenase inhibition; actives 1.1% (n = 580,000); AID 1671190; Potency, µM (top dose mostly 108 µM), inactives show top-dose activity change, negative = inhibition, actives largely listed as inhibitors; P18054; purified 12hLO, xylenol orange hydroperoxide absorbance; active = well fitted inhibition curve with a large enough effect; inconclusive = small, poorly fitted or top-dose-only effect, or another doubt; inactive = no such curve, though single readings can be large or run the other way
Target sequence (P18054 whole entry, looked up): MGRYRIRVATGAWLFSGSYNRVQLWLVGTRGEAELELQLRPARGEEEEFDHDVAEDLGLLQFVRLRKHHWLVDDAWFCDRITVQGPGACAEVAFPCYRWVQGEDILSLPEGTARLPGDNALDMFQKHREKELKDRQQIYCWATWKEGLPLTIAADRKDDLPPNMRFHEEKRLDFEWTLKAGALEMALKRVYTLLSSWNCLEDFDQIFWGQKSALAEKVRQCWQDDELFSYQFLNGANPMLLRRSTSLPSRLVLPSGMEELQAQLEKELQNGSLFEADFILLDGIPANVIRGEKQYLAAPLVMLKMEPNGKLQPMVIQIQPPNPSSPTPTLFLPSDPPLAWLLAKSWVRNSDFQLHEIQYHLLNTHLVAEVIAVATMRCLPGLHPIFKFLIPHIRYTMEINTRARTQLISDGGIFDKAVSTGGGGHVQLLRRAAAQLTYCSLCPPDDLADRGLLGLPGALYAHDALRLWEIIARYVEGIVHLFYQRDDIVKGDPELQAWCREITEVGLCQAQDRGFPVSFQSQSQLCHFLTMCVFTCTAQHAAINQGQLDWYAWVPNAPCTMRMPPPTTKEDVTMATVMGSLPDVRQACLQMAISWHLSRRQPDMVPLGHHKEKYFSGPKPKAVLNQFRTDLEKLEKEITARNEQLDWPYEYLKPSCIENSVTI
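Purified human 12hLO (150 nM final) in 25 mM Hepes, 0.01% Triton X-100, pH 7.0 was preincubated 15 min at room temperature with compound. Then 40 uM arachidonic acid was added, 30 min. Hydroperoxide was read by Fe-XO absorbance ratio 573/405 nm.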
Starred values were filed as active, the others as inactive; [ ] = another dose, or the depositor's remark. % is scaled to controls: 0 for no effect and ±100 for the full control effect; potency is read from the fitted curve at half-maximal effect. A portion of the library; count on the stated rates, not on these rows.

What do the screens show for `O=C1N(CC2CC2)CCCC12CCN(S(=O)(=O)N1CCOCC1)C2` (stereo unspecified)?
12-LOX inh: 59%[activator]

What do the screens show for `CCc1ccccc1NC(=O)N(C)CC1CCOC1` (stereo unspecified)?
12-LOX inh: 52%[activator]

Results for Cc1nn(C)c(C)c1S(=O)(=O)N1CCC2(CC1)CC(N1CCN(C)CC1)CCO2 (stereo unspecified) ?
12-LOX inh: 5%

How did Clc1ccc(-c2cnc([C@@H]3COCCN3Cc3c[nH]c4ccccc34)[nH]2)s1 do in these assays?
12-LOX inh: -15%[176 µM]

What do the screens show for `C#CCN(C)C(=O)[C@@H]1CCCN1[C@H](CC(C)C)C(=O)NC`?
12-LOX inh: inconclusive

How did O=C(NCCc1ccccc1)N1CCC(Oc2ccc(-c3noc(C4CC4)n3)cc2)C1 (stereo unspecified) do in these assays?
12-LOX inh: 4%

Results for Cc1nc(CNC(=O)N(C)Cc2ccc3c(c2)OCO3)cs1 ?
12-LOX inh: 30%[activator]

How did Cc1ccc(CN(C)C(=O)c2ccc3ncsc3c2)o1 do in these assays?
12-LOX inh: -3%

Results for O=C(c1cccnn1)N1C[C@@H](COCC2CC2)[C@H](c2ccncc2)C1 ?
12-LOX inh: 35%[activator]

How did CC(=O)c1ccc(S(=O)(=O)NCC2CCN(C(=O)C(=O)c3cccs3)CC2)cc1 do in these assays?
12-LOX inh: 15%

Results for COC(=O)CNC(=O)N1CC(c2nc(CCOc3cccc(C)c3)no2)C1 ?
12-LOX inh: 14%

Results for CCN(CC)C(=O)Cn1cc(C(=O)N2CCN(c3nc4ccccc4s3)CC2)nn1 ?
12-LOX inh: 48%[activator]

Results for CO[C@H]1C(=O)N(C(C)C)[C@H]1C1CCN(C(=O)c2cccnc2C)CC1 ?
12-LOX inh: 33%[activator]

What do the screens show for `OCCOCCn1cnc(-c2ccccc2)c1-c1ccc(-n2cccn2)cc1`?
12-LOX inh: -12%

Results for CC(C)(C)n1cnc2cccnc21 ?
12-LOX inh: 3%[176 µM]

How did Cc1noc(C)c1CC(=O)N1CCCCCC1c1nc(C2CC2)no1 (stereo unspecified) do in these assays?
12-LOX inh: 35%[activator]

Results for Cc1cccc(S(=O)(=O)N2CCC(n3cnnc3C(C)C)CC2)c1 ?
12-LOX inh: 12%

What do the screens show for `FC(F)(F)c1ccccc1Cc1c(-c2ccc(Cl)cc2)nc2c3ccccc3ccn12`?
12-LOX inh: 147%[activator]

How did O=C(CCCc1c[nH]c2ccccc12)NCc1ccc(Cl)cc1 do in these assays?
12-LOX inh: inconclusive

Results for CCc1ccc(S(=O)(=O)Nc2cc3c(C(=O)OC)c(COC)oc3c3ccccc23)cc1 ?
12-LOX inh: 8%

What do the screens show for `Cc1ccc(S(=O)(=O)N2CCN(CC(=O)NC(=O)NC(C)(C)C)CC2)cc1C`?
12-LOX inh: 0%

What do the screens show for `C=CCNC(=O)C1N(C(C)C)C(=O)C12CCCCC2` (stereo unspecified)?
12-LOX inh: 45%[activator]

What do the screens show for `O=S1(=O)C=CC(N(Cc2ccccc2)Cc2ccccc2F)C1` (stereo unspecified)?
12-LOX inh: inconclusive

How did O=C1CC2c3cc(Br)ccc3CCN2C(=O)CN1Cc1ccccc1 (stereo unspecified) do in these assays?
12-LOX inh: 3%

What do the screens show for `O=C(NS(=O)(=O)c1cccs1)[C@H]1O[C@@H](n2ccc(=O)[nH]c2=O)[C@H](O)[C@@H]1O`?
12-LOX inh: 32µM*

Results for CC(=O)Nc1ccc(OCC(=O)NC2CCN(Cc3ccccc3)CC2)nc1 ?
12-LOX inh: 17%

Results for COC[C@H]1NC(=O)CC[C@H]1C(=O)N1CCN(c2ccccc2F)CC1 ?
12-LOX inh: 68%[activator]

What do the screens show for `O=c1[nH]nc2n1CCN(CC1CCCCC1)CC2`?
12-LOX inh: 1%

How did O=C(/C=C/c1cccc(Cl)c1Cl)c1ccccc1OC(F)F do in these assays?
12-LOX inh: inconclusive

Results for Cc1ccc2c(Br)cc(Br)c(O)c2n1 ?
12-LOX inh: inconclusive

Results for O=C(O)c1ccc(/C=C/C(=O)c2cccc(N3CCOCC3)c2)cc1 ?
12-LOX inh: inconclusive

Results for CC/C(C)=N/NC(=O)c1ccc(C(C)(C)C)cc1 ?
12-LOX inh: 51%[activator]

What do the screens show for `N#C/C(=C\C=C\c1ccco1)C(=O)NC1CCCCC1`?
12-LOX inh: inconclusive

What do the screens show for `Cn1cc(CN2CCN3C(=O)N(C4CCCCC4)C[C@H]3C2)cn1`?
12-LOX inh: 3%[176 µM]

What do the screens show for `COc1cc(/C=N/O)ccc1OCc1c(Cl)cccc1Cl`?
12-LOX inh: -49%

Results for CCSC1=N/C(=C\c2cccc3ccccc23)C(=O)S1 ?
12-LOX inh: inconclusive

What do the screens show for `CC1=C(C(=O)O)N2C(=O)[C@@H](NC(=O)[C@H](N)C3=CCC=CC3)[C@H]2SC1`?
12-LOX inh: 0%[57.4 µM]

How did Cc1ccc(S(=O)(=O)N2CCC(C(=O)O)CC2)cc1F do in these assays?
12-LOX inh: 3%

Results for COc1ccc(C(=O)N2CCCC(Cc3ncc(C)n3C(C)C)C2)cn1 (stereo unspecified) ?
12-LOX inh: 20%

Results for CN(Cc1ccccc1)Cc1cc(CC2(NCc3cccs3)COC2)no1 ?
12-LOX inh: -4%[176 µM]

Results for C[C@H]1[C@@H](NC(=O)NCCCc2ccccc2)CC[C@@]23CCCN2C(=O)CCC[C@@H]13 ?
12-LOX inh: -47%

How did O=C(c1ccc(Cl)cc1)N1CCC(n2cnnc2-c2ccccc2)CC1 do in these assays?
12-LOX inh: 1%

What do the screens show for `COCCN1C(=O)c2ccccc2C1c1nnnn1-c1ccc2c(c1)OCCO2` (stereo unspecified)?
12-LOX inh: -3%

How did CNC(=O)c1ccc(CN2CCCC(CCc3ccccc3C(F)(F)F)C2)o1 (stereo unspecified) do in these assays?
12-LOX inh: 60%[activator]

How did CCC(NC(=O)C1CCN(C(=O)c2cccc3ccccc23)CC1)c1ccc(Cl)cc1 (stereo unspecified) do in these assays?
12-LOX inh: inconclusive

As a working copy, some entries already given:
Results for CC/C(C)=N/NC(=O)c1ccc(C(C)(C)C)cc1 ?
12-LOX inh: 51%[activator]

What do the screens show for `N#C/C(=C\C=C\c1ccco1)C(=O)NC1CCCCC1`?
12-LOX inh: inconclusive

What do the screens show for `Cn1cc(CN2CCN3C(=O)N(C4CCCCC4)C[C@H]3C2)cn1`?
12-LOX inh: 3%[176 µM]

What do the screens show for `COc1cc(/C=N/O)ccc1OCc1c(Cl)cccc1Cl`?
12-LOX inh: -49%

Results for CCSC1=N/C(=C\c2cccc3ccccc23)C(=O)S1 ?
12-LOX inh: inconclusive

What do the screens show for `CC1=C(C(=O)O)N2C(=O)[C@@H](NC(=O)[C@H](N)C3=CCC=CC3)[C@H]2SC1`?
12-LOX inh: 0%[57.4 µM]

How did Cc1ccc(S(=O)(=O)N2CCC(C(=O)O)CC2)cc1F do in these assays?
12-LOX inh: 3%

Results for COc1ccc(C(=O)N2CCCC(Cc3ncc(C)n3C(C)C)C2)cn1 (stereo unspecified) ?
12-LOX inh: 20%

Results for CN(Cc1ccccc1)Cc1cc(CC2(NCc3cccs3)COC2)no1 ?
12-LOX inh: -4%[176 µM]

Results for C[C@H]1[C@@H](NC(=O)NCCCc2ccccc2)CC[C@@]23CCCN2C(=O)CCC[C@@H]13 ?
12-LOX inh: -47%

How did O=C(c1ccc(Cl)cc1)N1CCC(n2cnnc2-c2ccccc2)CC1 do in these assays?
12-LOX inh: 1%

What do the screens show for `COCCN1C(=O)c2ccccc2C1c1nnnn1-c1ccc2c(c1)OCCO2` (stereo unspecified)?
12-LOX inh: -3%

How did CNC(=O)c1ccc(CN2CCCC(CCc3ccccc3C(F)(F)F)C2)o1 (stereo unspecified) do in these assays?
12-LOX inh: 60%[activator]

How did CCC(NC(=O)C1CCN(C(=O)c2cccc3ccccc23)CC1)c1ccc(Cl)cc1 (stereo unspecified) do in these assays?
12-LOX inh: inconclusive

More compounds follow:
Results for CS(=O)(=O)N1CCC(OC2CCN(C(=O)C3CC3)CC2)CC1 ?
12-LOX inh: -1%

What do the screens show for `CN(Cc1cccnc1)C(=O)c1ccc2c(c1)C(O)CCCCCN2C` (stereo unspecified)?
12-LOX inh: 98%[activator]

What do the screens show for `O=C(Nc1cccc(N2CCCC2=O)c1)c1ccccc1SC1CCS(=O)(=O)C1` (stereo unspecified)?
12-LOX inh: inconclusive

How did COc1cccc(C2C3=C(CC(C)(C)CC3=O)Nc3cc4c(cc32)OCO4)c1OC (stereo unspecified) do in these assays?
12-LOX inh: inconclusive

How did O=C(CN1CC2CC(C1)[C@H]1CCCC(=O)N1C2)NCCN1CCCCC1 (stereo partly specified) do in these assays?
12-LOX inh: 53%[activator]

What do the screens show for `O=C(NC1CC1)[C@@H]1C[C@H](Oc2cccnc2)CN1C(=O)CCCc1c[nH]c2ccccc12`?
12-LOX inh: 22%

What do the screens show for `CN(C)[C@@H]1CN(C(=O)c2ccncc2)CCC1(O)c1ccccc1` (stereo partly specified)?
12-LOX inh: 23%

Results for O=C(COc1ccc(F)cc1)NCC1Cn2cccc2CN1Cc1ccccc1 (stereo unspecified) ?
12-LOX inh: 271%[activator]

Results for C[C@H]1CCCN1C(=O)c1nnc(CNCCCn2ccnc2)n1-c1ccccc1 ?
12-LOX inh: 47%[activator][176 µM]

How did O=C(O)CC1(CC(=O)NCCN2CCOCC2)CCCC1 do in these assays?
12-LOX inh: -4%

What do the screens show for `CN(C)C(=O)c1cccnc1OC1CCN(C(=O)c2cccc(Br)c2)C1` (stereo unspecified)?
12-LOX inh: 17%

What do the screens show for `O=C(C1CCCC1)N1CC2CC(C1)[C@H]1CCCC(=O)N1C2` (stereo partly specified)?
12-LOX inh: 1%

How did Cn1nc(C(=O)N2CCOCC2)cc1C(=O)Nc1ccc(Cl)cc1Cl do in these assays?
12-LOX inh: 41%

Results for CC(=O)N1CCCN(Cc2nnc(C(=O)N3CCC[C@@H]3c3cccc(F)c3)n2-c2cccnc2)CC1 ?
12-LOX inh: 8%

What do the screens show for `CCc1noc(-c2cn(C3CCN(C(=O)c4ccc(C)c(C)c4)CC3)nn2)n1`?
12-LOX inh: 12%

Results for CN1C(=O)CO[C@H]2CN(Cc3c[nH]c4ccccc34)C[C@H]21 ?
12-LOX inh: 3%[176 µM]

Results for Cc1nn(-c2ccc(F)cc2)c2nc(C3CC3)c(Cl)c(C(=O)O)c12 ?
12-LOX inh: -25%

What do the screens show for `Cc1ccc(C)c(N2CCN(C(=O)C3CCN(c4nnc(-n5cccc5)s4)CC3)CC2)c1`?
12-LOX inh: -5%

What do the screens show for `CCC(C)C(=O)NCc1ccc(COC)cc1` (stereo unspecified)?
12-LOX inh: 17%

How did COc1ccc(N2C(=O)C(C)(C)CS2(=O)=O)cc1S(=O)(=O)NCc1ccco1 do in these assays?
12-LOX inh: inconclusive

Results for O=CN1CCCN(C(=O)c2cc(NC(=O)c3ccccc3)cc3ncn(C4CCCC4)c23)CC1 ?
12-LOX inh: 2%

Results for CC[C@@H]1[C@@H](NC(=O)c2[nH]nc(N)c2-c2ccccc2)[C@@H]2CCO[C@H]12 ?
12-LOX inh: 34%[activator]

What do the screens show for `Cc1cccc(/C=N/NC(=O)CCc2ccccc2)c1`?
12-LOX inh: -25%

Results for O=C(CN1CCN(C(=O)c2nn(Cc3ccccc3)c(=O)c3ccccc23)CC1)Nc1ccc(F)cc1 ?
12-LOX inh: 27%

Results for COc1cc(CNC(=O)Nc2ccc(C)c(F)c2)ccn1 ?
12-LOX inh: inconclusive

How did O=C1CC(N2CCOCC2)C=C1Nc1ccccc1 (stereo unspecified) do in these assays?
12-LOX inh: inconclusive

What do the screens show for `CS(=O)(=O)N1CCC(Cc2ccc(C(=O)O)cc2)CC1`?
12-LOX inh: 26%

How did O=C(Nc1ccc(C(F)(F)C(F)(F)C(F)(F)F)oc1=O)c1ccccc1 do in these assays?
12-LOX inh: -10%

Results for Cc1ccc2oc(-c3ccc(NC(=O)c4ccc(C)c([N+](=O)[O-])c4)cc3)nc2c1 ?
12-LOX inh: 29%

Results for CCOc1cc(-c2nn3c(-c4ccccc4C)nnc3s2)cc(OCC)c1OCC ?
12-LOX inh: inconclusive

What do the screens show for `CNC(=O)c1ccc(CN(C)CCc2cccs2)cc1`?
12-LOX inh: 8%

How did C#CCNC(=O)C1CCN(C(=O)C2CN(c3ccc(OC)cc3)C(=O)N2)C1 (stereo unspecified) do in these assays?
12-LOX inh: 40%[activator]

How did c1ccc(Oc2cc3c(cn2)NCCN(Cc2ccc4[nH]ccc4c2)C3)cc1 do in these assays?
12-LOX inh: inconclusive

How did Fc1ccc(CCNc2cc(Cl)nc3ccnn23)cc1 do in these assays?
12-LOX inh: 73%[activator][176 µM]

Results for CCCc1noc(CSc2nnnn2-c2cc(C)ccc2OC)n1 ?
12-LOX inh: -22%

How did COc1ccc2[nH]c3c(c2c1)CCN(C)C31CCN(C(=O)c2ccc(C)nc2)CC1 do in these assays?
12-LOX inh: 17%

Results for Cc1cc(=O)oc2cc(OCC(=O)NCc3cccs3)ccc12 ?
12-LOX inh: 8%

How did CC1CCN(C(=O)c2cnc(N3CCOCC3)c3ccccc23)CC1 do in these assays?
12-LOX inh: 14%

Results for Cc1cc(C)c(CNC(=O)c2nc(-c3ccc(CO)cc3)cc3c2ccn3C)c(=O)[nH]1 ?
12-LOX inh: inconclusive

What do the screens show for `Cc1cnc2c(S(=O)(=O)N(C)CC(=O)Nc3cccc(C)c3C)cccc2c1`?
12-LOX inh: -34%

How did O=C(O[C@H]1CC[C@@]23CCCN2C(=O)CCC[C@H]3C1)c1ccc(Br)cc1 do in these assays?
12-LOX inh: 2%

Results for CC1=C[C@@H](CN2CCC(C(N)=O)CC2)[C@H](C(C)C)C[C@H]1Cc1nnc(-c2ccncc2)o1 ?
12-LOX inh: 45%[activator][176 µM]

Results for COc1ccc(OC)c(C2C3=C(CC(C)(C)CC3=O)OC3=C2C(=O)CC(C)(C)C3)c1 ?
12-LOX inh: 5%
